SMARCA2 activ – SMARCA2 (BRM) function activators, primary screen, cell-based, luminescence, high throughput; MG213 cells, MMTV-luciferase reporter, dexamethasone, overnight; activation, % at 9.1 µM; 370,000 tested, 1% active; AID 652017, 2013; in the data active means activation above about 7.8%;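 further: 0% = vehicle wells and 100% = reference activator wells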
GC-A act – GC-A stimulated cGMP production enhancers – HEK293 GC-A cells, cGMP TR-FRET, EC30 ANP, primary screen; Atrial natriuretic peptide receptor 1 (Homo sapiens), P16066; 0% at EC30 ANP, 100% saturating ANP; activation, % at 10 µM; 370,000 tested, 0.14% active; AID 1671463, 2021; in the data active means activation above about 40%
sPLA2-III inh – human group III sPLA2 inhibitors, primary screen, biochemical, QFRET, BODIPY PC-A2 liposome substrate; AID 743126, 2013; 370,000 tested, 0.56% active; Group 3 secretory phospholipase A2 (Homo sapiens), Q9NZ20; QFRET BODIPY PC-A2 liposome hydrolysis, fluorescence; inhibition, % at 12.2 µM;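 active means inhibition above mean plus 3 SD of compounds lying within the high and low control bounds, cut at about 19% in these data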;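 further: 0% = median of test compound wells and 100% = no enzyme DMSO wells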
Target sequence (Q9NZ20 whole entry, looked up): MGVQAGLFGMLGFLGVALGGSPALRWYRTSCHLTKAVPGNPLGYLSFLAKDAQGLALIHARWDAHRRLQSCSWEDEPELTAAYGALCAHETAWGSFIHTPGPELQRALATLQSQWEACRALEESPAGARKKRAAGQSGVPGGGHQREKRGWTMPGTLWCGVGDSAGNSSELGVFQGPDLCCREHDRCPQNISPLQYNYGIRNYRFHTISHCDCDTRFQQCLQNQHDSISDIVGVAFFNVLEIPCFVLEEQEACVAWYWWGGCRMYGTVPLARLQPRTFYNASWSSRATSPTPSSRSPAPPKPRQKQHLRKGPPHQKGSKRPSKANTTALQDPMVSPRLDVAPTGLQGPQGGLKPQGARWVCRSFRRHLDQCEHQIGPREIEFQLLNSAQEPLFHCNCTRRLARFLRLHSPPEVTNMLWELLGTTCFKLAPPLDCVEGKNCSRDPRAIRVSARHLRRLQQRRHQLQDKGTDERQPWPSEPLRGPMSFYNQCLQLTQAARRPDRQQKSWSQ
GC-B act – human GC-B receptor activators, primary screen, HEK293 GC-B cells, cGMP TR-FRET, EC30 CNP. 0% at EC30 CNP, 100% saturating CNP. activation, % at 10 µM. 370,000 tested, 0.11% active. AID 1920062, 2024;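 active means activation at 10 µM reaching about 35% in either raw or pattern-adjusted values, limit read from the data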
hgDAF12 agonist – H. glycines DAF-12 receptor agonists, primary screen, cell-based, luminescence, HEK293, GAL4 fusion, UAS-luciferase; Nuclear hormone receptor DAF-12 (Heterodera glycines), GAL4 fusion; HEK293 GAL4-hgDAF12 UAS-luciferase reporter, agonist luminescence; normalized to butyrate control; activation, % at 6.8 µM; 370,000 tested, 1.8% active; AID 687014, 2013;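 active means activation above a cutoff set at the mean of all screened compounds plus 3 SD, cut at about 10% in these data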;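 further: 0% = DMSO wells and 100% = sodium butyrate wells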
FXN GAA850 act – FXN promoter activators, primary screen, cell-based, luciferase luminescence, HEK293 lucGAA850 | HEK293 lucGAA850 FXN promoter luciferase reporter, 24 h; percent of 10 µM SAHA response | activation, % at 6 µM | 360,000 tested, 0.56% active | AID 540364, 2011;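 active means activation above the average of all compounds screened plus 3 SD, cutoff fixed separately per campaign, cut at about 7.5% in these data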;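 further: 0% = DMSO wells and 100% = 10 µM SAHA wells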
DAX1 inh-1 – DAX1 (NR0B1) inhibitors, primary screen, cell-based, HEK293, Gal4-DAX1, luciferase luminescence; HEK293 Gal4-DAX1 luciferase reporter; 340,000 tested, 0.99% active; inhibition, % at 6.75 µM; AID 504766, 2011; Nuclear receptor subfamily 0 group B member 1 (Homo sapiens), P51843;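 active means inhibition above the mean over all tested compounds plus 3 SD, cut at about 4.2% in these data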;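 further: 0% = DAX1-transfected cells with DMSO and 100% = empty-vector control cells with DMSO; inhibition shows as a rise in luminescence from relieved DAX1 repression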
Target sequence (P51843 207-470 limits assumed): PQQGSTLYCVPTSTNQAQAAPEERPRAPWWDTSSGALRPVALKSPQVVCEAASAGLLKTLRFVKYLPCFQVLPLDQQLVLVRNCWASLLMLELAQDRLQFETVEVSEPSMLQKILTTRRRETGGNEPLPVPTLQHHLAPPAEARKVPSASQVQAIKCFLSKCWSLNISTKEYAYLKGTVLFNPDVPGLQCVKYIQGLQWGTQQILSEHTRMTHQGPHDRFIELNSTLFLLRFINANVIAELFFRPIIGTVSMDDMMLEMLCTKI
ssDAF12 agonist – S. stercoralis DAF-12 nuclear receptor activators, primary screen, cell-based, luminescence, HEK293, GRIP1 co-expression, lit1-tk-luc. Nuclear hormone receptor DAF-12 (Strongyloides stercoralis). HEK293 ssDAF-12/GRIP1 lit1-tk-luc reporter; % of 3 µM dafachronic acid response. activation, % at 6.8 µM. 370,000 tested, 1% active;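 active means activation above the mean over all tested compounds plus 3 SD, cut at about 0.9% in these data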;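 further: 0% = DMSO-only wells and 100% = 3 µM delta7-dafachronic acid wells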
KLK7 zymogen act – proKLK7 zymogen activators, primary screen, biochemical, fluorescence intensity; activation, % at 7 µM; 370,000 tested, 0.9% active; purified proKLK7, EDANS-DABCYL substrate fluorescence; 100% is mature enzyme control, 0% vehicle; AID 652039, 2013; Kallikrein-7 (Homo sapiens), P49862;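 active means activation above the mean of all tested compounds plus 3 SD, computed per campaign excluding outliers beyond control limits, cut at about 13% in these data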
Target sequence (P49862 whole entry, looked up): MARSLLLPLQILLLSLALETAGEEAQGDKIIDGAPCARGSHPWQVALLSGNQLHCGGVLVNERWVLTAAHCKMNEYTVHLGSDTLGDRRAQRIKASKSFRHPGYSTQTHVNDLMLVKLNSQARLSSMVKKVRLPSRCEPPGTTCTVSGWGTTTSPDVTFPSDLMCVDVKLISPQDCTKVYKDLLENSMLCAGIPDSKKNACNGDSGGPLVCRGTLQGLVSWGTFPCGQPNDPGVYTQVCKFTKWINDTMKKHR
DAX1 inh-2 – DAX1 (NR0B1) inhibitors on StAR promoter, primary screen, cell-based, luminescence, SF-1 (NR5A1), full-length DAX-1; HEK293T StAR-luciferase reporter, SF-1/DAX-1 repression relief; 370,000 tested, 1.1% active; AID 652010, 2013; inhibition, % at 6.8 µM;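 active means inhibition above the mean over all tested compounds plus 3 SD, cut at about 3.6% in these data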;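 further: 0% = DAX-1 cells with DMSO and 100% = cells lacking DAX-1 with DMSO; higher inhibition means more luminescence from relief of DAX-1 repression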
hcDAF12 agonist – H. contortus DAF-12 nuclear receptor activators, primary screen, cell-based, luminescence, HEK293, lit1-tk-luc reporter | activation, % at 6.8 µM | 370,000 tested, 1.4% active | AID 652067, 2013 | HEK293 hcDAF-12 lit1-tk-luc reporter; 0% DMSO, 100% Δ7-dafachronic acid;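 active means activation above the mean of all tested compounds plus 3 SD, cut at about 5.5% in these data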;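 further: 100% = response to 3 µM Δ7-dafachronic acid high control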
Starred values were filed as active, the others as inactive; . = not tested or not shown; & = joins results of further samples; ! = not active in a repeat.

Values in the order: SMARCA2 activ	GC-A act	sPLA2-III inh	GC-B act	hgDAF12 agonist	FXN GAA850 act	DAX1 inh-1	ssDAF12 agonist	KLK7 zymogen act	DAX1 inh-2	hcDAF12 agonist
1. COc1cc(C(=O)N2CCN(S(=O)(=O)c3ccc(Cl)cc3)CC2)ccc1OCC(=O)N1CCOCC1
  -1.1	0.8	0.0	-4.1	1.1	0.1	-0.6	-0.3	0.0	-0.7	0.5
2. NC(=O)c1c(N)sc(=S)n1CC1CCCO1 (stereo not given)
  -4.9	0.7	5.5	1.6	1.8	0.4	0.5	-1.3	-0.3	1.1	1.3
3. COC(=O)c1ccc(C(NC(=O)OCc2ccccc2)/C(F)=C/[C@@H](C)C(=O)NCc2ccc(OC)c(OC)c2)cc1 (stereo not given in full)
  0.5	0.9	-9.1	-5.7	-2.1	1.4	3.5	-1.3	0.4	-0.1	-2.5
4. COc1ccc(CC(=O)O/N=C(\N)c2cccc([N+](=O)[O-])c2)cc1
  0.6	3.8	-5.2	4.5	-0.4	1.0	1.7	-1.4	0.8	-0.7	0.2
5. CCOc1ccccc1NC(=O)C(OC(=O)c1ccc(CC)cc1)c1ccccc1 (stereo not given)
  -0.7	0.6	7.2	3.3	4.7	0.8	-0.2	-1.5	0.3	-0.3	-1.3
6. CCC(CC)C(=O)Nc1nnc(S(=O)(=O)N2CCc3ccccc32)s1
  -4.9	-0.5	-4.7	-0.7	-0.2	1.4	0.5	-1.3	0.3	-0.3	-1.7
7. CC(=O)NC1C(=O)N(CCN2CCOCC2)c2ccc(Br)cc21 (stereo not given)
  -0.6	2.9	-3.7	-4.2	-1.1	-1.1	0.1	-0.5	-0.1	-0.4	0.2
8. CC(C)C[C@H](NC(=O)C1CC1)C(=O)N1CCC[C@H]1C(=O)NCc1ccccc1
  -3.1	3.0	-2.9	-1.0	0.9	.	.	-0.3	1.1	-0.2	2.7
9. Cc1ccc2cc(C(=O)O)c(C)nc2c1
  0.2	0.9	2.0	0.6	0.0	-0.7	0.6	-1.4	-0.2	0.0	-1.2
10. CCCCCn1c(=NC(=O)c2ccco2)c(C(=O)OCC)cc2c(=O)n3ccccc3nc21
  2.4&2.9	4.4&14.7	-7.0&-4.3	-0.2&3.8	3.3&7.8	8.0*!	0.8&1.9	-0.8&-0.9	23.7*	-0.2&0.8	0.6&-0.1
11. CC(=O)Nc1ccc2c(c1)CCCC2=O
  -3.7	0.3	9.4	1.4	0.7	0.2	3.3	-0.3	0.2	0.0	-0.1
12. CCOC(=O)C1=C(C)NC(C)=C(C(=O)OCC)C1
  3.0&-1.8	0.2&-0.5	1.9&0.7	2.3&1.1	-1.3&0.5	0.8&0.8	1.3&0.6	-0.6&-1.3	-0.3&-4.8	0.9&-0.3	-0.5&0.2
13. CCC(NC(=O)C1(C)CC1(Br)Br)c1ccc(C)cc1 (stereo not given)
  -0.3	0.7	-7.1	-9.1	-2.4	-1.6	0.6	-0.5	-0.5	0.6	-1.2
14. COc1ccc(CCn2c(=S)[nH]c3cc(C(=O)N4CCOCC4)ccc3c2=O)cc1OC
  1.3	3.4	6.2	-2.2	1.6	-0.7	-1.2	-0.7	-0.3	-0.7	-1.1
15. Cc1ccc(CNC(=O)C2CCN(S(=O)(=O)c3c(C)noc3/C=C/N(C)C)CC2)cc1
  -1.5	0.9	-4.4	-4.9	-0.8	-0.5	-0.1	-1.2	-0.7	1.6	-0.6
16. Cc1cc(C)c([N+](=O)[O-])cc1NCC(=O)N1CCN(c2ccccc2)CC1
  -2.4	-4.7	-4.9	-4.6	-0.5	2.2	1.4	-1.0	0.2	-1.5	0.0
17. CCOc1ccccc1N(CC(=O)Nc1ccccc1Br)S(=O)(=O)c1ccccc1
  -1.2	-6.7	-14.5	-4.3	1.1	-0.8	0.6	-0.9	-0.5	-1.4	0.3
18. COC(=O)c1ccc2c(c1)N(C)S(=O)(=O)c1cnc(SCC(=O)C(C)(C)C)nc1-2
  3.2	0.7	2.5	3.3	0.1	-0.3	.	-0.8	-0.2	0.5	0.1
19. CC(C)(C)NC(=O)C(c1ccncc1)N(Cc1ccco1)C(=O)c1ccc(-c2ccccc2)[nH]1 (stereo not given)
  1.6	-1.2	-11.1	0.6	2.8	3.3	0.4	-0.6	-1.4	-0.1	0.3
20. COc1ccc(-c2csc3ncnc(N4CCN(c5ccccc5Cl)CC4)c23)cc1
  -1.0	-7.8	0.0	-4.4	1.6	-0.9	0.0	-0.9	0.0	1.4	-0.1
21. CCc1nnc(NC(=O)c2ccc(S(=O)(=O)N(C)c3ccccc3)cc2)o1
  -1.7	-1.5	-4.8	1.9	-1.6	-0.4	-1.3	-0.7	0.6	-1.6	0.6
22. COc1ccc(NC(=O)c2cc(C)nc3ccccc23)cc1S(=O)(=O)N1CCOCC1
  0.5	2.1	-3.1	2.5	-1.2	-0.9	-1.9	-0.4	-0.5	0.0	-0.5
23. CCOC(=O)C1CCN(CC(=O)NC(=O)NC2CCCCC2)CC1
  -1.4	1.6	-7.0	3.8	2.2	-0.1	-0.3	-0.5	0.5	0.2	0.5
24. CC1(C)CC(NNCCC#N)=CC(=[N+]2CCCC2)C1
  -1.0	-5.9	4.9	1.4	1.4	1.7	-0.4	-1.3	-0.3	-0.1	-1.7
25. CCOC(=O)N1CCN(C(=O)C2CCN(C(=O)c3cc(OC)cc(OC)c3)CC2)CC1
  -5.3	7.9	2.1	1.5	-1.0	1.1	0.5	-1.1	0.6	-0.3	-1.7
26. O=C(COC(=O)CNC(=O)C1CCCCC1)Nc1ccc(Cl)cn1
  -4.7	2.4	5.1	5.1	-0.8	0.9	0.8	-1.2	0.1	-0.3	-0.3
27. Cc1cccc(C)c1NC(=O)C1(N(Cc2ccco2)C(=O)c2ccccn2)CCCC1
  1.3	-10.6	2.2	-20.8	0.2	1.0	0.7	-0.8	-0.2	-0.2	-1.3
28. Cc1c(C(=O)N(C)C2CCCCC2)sc2ncnc(N3CCN(c4ccccc4)CC3)c12
  -0.7	-0.3	-4.9	4.4	0.1	-0.1	0.4	0.2	0.1	2.0	-0.8
29. CCCCn1c(-c2cccnc2)n[nH]c1=S
  -3.0	-2.2	22.0*	4.3	-1.6	1.1	0.6	-0.1	-0.3	-0.4	-1.1
30. CCOC(=O)N1CCC(NC(=O)CCS(=O)(=O)c2ccc3c(c2)CCN3C(C)=O)CC1
  0.2	2.8	1.5	5.4	-1.7	1.7	1.1	-1.4	-0.6	-1.1	-1.2
31. CCOC(=O)C(=O)Nc1ccccc1C(=O)NC(C)C
  -1.0	2.9	1.6	-1.7	2.4	-2.0	-0.4	0.5	0.2	-0.8	-1.3
32. CC1=C(C(=O)N(C)C)C(c2ccc(C)s2)NC(=S)N1 (stereo not given)
  -2.7	4.0	11.2	1.7	0.5	2.2	-1.3	-0.9	0.4	-0.9	-0.5
33. O=C(O)c1ccc(CCCc2ccccc2)cc1
  0.1	1.4	0.7	-9.5	2.5	0.4	0.5	-1.1	0.2	0.3	-0.1
34. Cc1ccc2c(c1)C1OCCC1C1N2C(=O)C2C(C(=O)O)C3C=CC21O3 (stereo not given)
  -0.6	1.3	2.6	1.9	1.0	3.0	0.7	-1.6	-0.1	0.5	2.8
35. O=C(CSc1nnnn1C1CCCC1)Nc1ccc2c(c1)OCCO2
  -2.2	3.1	-10.6	0.6	7.1	1.1	-0.2	-1.7	0.5	-1.6	1.3
36. COC(=O)C1CCN(C(=O)N2CCOCC2)CC1
  -1.4	3.4	-2.4	1.5	-0.9	1.7	0.3	-1.3	-0.4	0.1	2.6
37. Cn1c(=O)c2c(ncn2CC(=O)OCC(=O)Nc2sccc2C(N)=O)n(C)c1=O
  0.4	1.4	6.8	-0.9	-0.7	-0.5	1.2	-0.9	0.1	1.4	-0.5
38. Cc1cccc(N2C(=O)N3[C@H](c4ccc(Br)cc4)[C@@H]4C(=O)N(C(C)(C)C)C(=O)[C@@H]4[C@]3(Cc3ccc(Cl)cc3)C2=O)c1
  -0.3	-10.8	-2.1	-9.6	1.1	10.4*	1.5	-0.7	0.5	0.3	-0.9
39. Cc1ccc(N(CC(N)=O)C2SC(=O)N(Cc3cccc(C(=O)O)c3)C2=O)cc1 (stereo not given)
  1.1	-1.2	6.1	1.9	-0.6	1.4	0.6	-1.4	-0.4	-0.3	-1.1
40. O=C(COC(=O)c1ccccc1Nc1ccccc1)NCc1ccccc1Cl
  -2.7	-1.9	1.2	1.7	0.5	-1.4	0.0	-1.9	-4.3	0.1	-1.6
41. Cc1cc(C)n2cc(CSc3ccccn3)nc2n1
  -2.6	2.5	2.9	6.4	0.2	-0.1	2.7	-0.5	1.1	0.3	-0.8
42. CC(=O)N1c2ccc(S(=O)(=O)NCC3CCC(C(=O)N(C)Cc4ccccc4)CC3)cc2CC1C (stereo not given)
  -3.0	-2.4	-4.8	3.0	-5.4	-0.3	0.1	-1.8	0.3	-1.1	-3.4
43. CCOC(=O)C1CCN(c2c(N(C)Cc3ccco3)c(=O)c2=O)CC1
  5.2	2.5	-2.3	1.8	-0.1	-0.5	0.2	-0.9	0.0	0.0	0.0
44. CCN(CC(=O)Nc1ccc2c(c1)OCCO2)C(=O)c1ccc([N+](=O)[O-])s1
  -3.4	-0.7	-8.5	-3.5	-5.7	-0.8	0.7	-1.5	0.5	-2.9	0.1
45. Cc1ccc(C)c(CSc2nnc(-c3cccnc3)o2)c1
  -3.9	-2.7	-4.0	3.2	-4.3	0.5	0.2	-1.3	-0.2	-0.7	-0.5

Fetched by structure from the list above (2):
Values in the order: SMARCA2 activ	GC-A act	sPLA2-III inh	GC-B act	hgDAF12 agonist	FXN GAA850 act	DAX1 inh-1	ssDAF12 agonist	KLK7 zymogen act	DAX1 inh-2	hcDAF12 agonist
43. CCOC(=O)C1CCN(c2c(N(C)Cc3ccco3)c(=O)c2=O)CC1
  5.2	2.5	-2.3	1.8	-0.1	-0.5	0.2	-0.9	0.0	0.0	0.0
45. Cc1ccc(C)c(CSc2nnc(-c3cccnc3)o2)c1
  -3.9	-2.7	-4.0	3.2	-4.3	0.5	0.2	-1.3	-0.2	-0.7	-0.5

Compound activity from PubChem BioAssay.
